hERG rescue – shields human hERG channel from block by proarrhythmic agents; Q12809; CHO-hERG, FluxOR thallium flux, dofetilide IC70 present; activation (rescue from dofetilide block), less the hit threshold, % at 10 µM; 0.51% of 310,000 active;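 active = activation above the mean of controls blocked by dofetilide plus 5 SD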;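 also: thallium influx through hERG after potassium depolarization seen as dye fluorescence rise; in these data hits start at about 4.7%; inactives centre near -7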
Target sequence (Q12809 whole entry, looked up): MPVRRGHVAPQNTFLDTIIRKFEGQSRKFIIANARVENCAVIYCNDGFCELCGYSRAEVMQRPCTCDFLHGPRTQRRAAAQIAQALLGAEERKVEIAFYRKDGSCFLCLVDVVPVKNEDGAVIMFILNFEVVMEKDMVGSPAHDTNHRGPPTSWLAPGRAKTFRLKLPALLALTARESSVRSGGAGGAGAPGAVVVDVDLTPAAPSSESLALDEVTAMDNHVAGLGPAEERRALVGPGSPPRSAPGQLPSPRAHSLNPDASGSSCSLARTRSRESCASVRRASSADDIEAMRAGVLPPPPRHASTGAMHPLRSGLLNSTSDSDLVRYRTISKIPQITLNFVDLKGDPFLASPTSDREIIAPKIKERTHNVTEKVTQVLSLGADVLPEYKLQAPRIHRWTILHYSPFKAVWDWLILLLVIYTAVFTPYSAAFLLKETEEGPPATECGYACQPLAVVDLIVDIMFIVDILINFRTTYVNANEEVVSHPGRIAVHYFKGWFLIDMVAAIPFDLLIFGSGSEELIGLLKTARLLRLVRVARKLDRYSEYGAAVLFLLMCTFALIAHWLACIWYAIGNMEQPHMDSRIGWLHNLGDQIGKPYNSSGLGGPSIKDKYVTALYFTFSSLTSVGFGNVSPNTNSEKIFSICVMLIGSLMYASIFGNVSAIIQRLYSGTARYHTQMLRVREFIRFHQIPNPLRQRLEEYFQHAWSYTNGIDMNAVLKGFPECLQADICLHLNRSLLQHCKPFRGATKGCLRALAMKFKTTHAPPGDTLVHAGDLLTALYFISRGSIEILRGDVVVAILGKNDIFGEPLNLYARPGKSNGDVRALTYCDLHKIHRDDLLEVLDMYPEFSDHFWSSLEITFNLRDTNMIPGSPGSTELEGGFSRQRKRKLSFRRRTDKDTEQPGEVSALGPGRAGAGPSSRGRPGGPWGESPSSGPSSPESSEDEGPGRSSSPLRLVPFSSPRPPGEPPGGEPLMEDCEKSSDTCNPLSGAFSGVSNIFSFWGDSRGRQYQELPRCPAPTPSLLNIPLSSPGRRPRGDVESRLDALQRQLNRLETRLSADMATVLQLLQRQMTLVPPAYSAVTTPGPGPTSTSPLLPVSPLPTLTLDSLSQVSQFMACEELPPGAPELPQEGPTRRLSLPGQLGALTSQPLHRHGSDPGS
KCNQ1 inh – inhibitors of human KCNQ1 potassium channel. P51787. CHO-K1 KCNQ1, FluxOR thallium flux fluorescence; active compounds read high. B-score at 10 µM. 1.3% of 310,000 active;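 active = compounds whose thallium flux B-score, printed positive for inhibition, exceeds three library SD while starting fluorescence stays within three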;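 also: channel opened by potassium depolarization with thallium stimulus after 20 min compound exposure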
GSK3beta inhib – human GSK3beta kinase inhibition; 0.038% of 300,000 active; activity score (negative = inhibition), % at 10 µM; GST-GSK3beta kinase, ADP-Glo luminescence, 60 min; active compounds read low; AID 2097;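 active = more than half of replicate wells score below -50%, meaning over 50% inhibition versus plate controls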;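 also: 0% = median DMSO wells and -100% = median GW8510 positive control wells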
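Assay system: GST-fused GSK3beta enzyme, cell-free / Medium: Tris pH 7.5 buffer with MgCl2, DTT, BSA, heparin / Also added: peptide substrate plus 25 µM ATP (final) / Compound: 10 µM single point / Timing: kinase reaction with compound 60 min at room temperature / Detection: ADP-Glo luminescence / Benchmarks: DMSO neutral wells and GW8510 at 20 µM as positive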
KCNK9 block – inhibitors of human KCNK9 two-pore domain potassium channel; HEK293 KCNK9, FluxOR thallium flux fluorescence; active compounds read low; B-score at 10 µM; 1.2% of 310,000 active;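 active = ratio B-score over 3 SD below the library mean, with starting fluorescence within 5 SD of its mean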;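 also: negative B-score means less thallium flux so channel inhibition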
Dyrk1A ADPGlo – Dyrk1A (rat) kinase inhibition. Q63470. ADP-Glo luminescence, NFATc1 peptide. inhibition, % at 12.5 µM. 0.43% of 310,000 active; in the data active = inhibition above about 50%;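 also: plate controls were vehicle with enzyme for no effect and no enzyme for full effect; many of its hits are not listed in these tables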
KCNQ1 pot – potentiates or activates the human KCNQ1 potassium channel; P51787; CHO-K1 KCNQ1, thallium flux FluxOR fluorescence; active compounds read high; B-score at 10 µM; 0.35% of 310,000 active; AID 2648;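 active = fluorescence ratio B-score, a plate-corrected score, at least three library SD, with initial intensity B-score within 5 SD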
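Test system: CHO-K1 cells stably expressing KCNQ1 / Medium: assay buffer / Also added: depolarizing K+/Tl+ stimulus, K2SO4 and Tl2SO4 each 12.5 mM in 5x stock / Incubation: 90 min dye loading and 20 min compound exposure, both at room temperature / Signal: thallium influx via FluxOR fluorescence, kinetic imaging / Evaluation: B score of baseline-normalized fluorescence ratio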
KCNK3 block – human KCNK3 channel inhibition, primary screen; 0.84% of 340,000 active; B-score at 10 µM; CHO-KCNK3 thallium flux, FluxOR fluorescence; active compounds read low; O14649;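 active = B-score under library mean minus 4 SD, starting fluorescence ratio at most library mean plus 5 SD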;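 also: more negative B-score means stronger inhibition of thallium flux through KCNK3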
RGS4 block – human RGS4 inhibition. P49798. HEK293 M3R/RGS4 inducible, Fluo-4 calcium flux; active compounds read high; triggered by carbachol at its EC20. B-score at 10 µM. 0.45% of 310,000 active;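 active = B-score, a plate-corrected calcium signal, over three deviations above library mean, with baseline fluorescence within five deviations of library mean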;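 also: RGS4 expression induced by doxycycline in cells with stable M3 receptor; B-score is computed from the integrated fluorescence ratio over baseline after carbachol; higher B-score means a larger calcium signal and so more RGS4 inhibition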
RGS4 act – potentiators or activators of RGS4. HEK293 M3R/inducible RGS4, carbachol calcium flux Fluo4; active compounds read low. B-score at 10 µM. 0.92% of 310,000 active;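 active = B-score of the integrated calcium signal more than 4 SD below the library mean, with starting fluorescence not abnormally high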;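 also: negative B-score means reduced calcium response which marks RGS4 activation or potentiation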
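test system = HEK293 cells with stable M3R and inducible RGS4 | schedule = recording 10 s baseline at 1 Hz, 100 s post-agonist | technique = Fluo4-AM (2 µM) calcium-flux fluorescence, kinetic read | measure = Agonist-evoked peak-minus-minimum fluorescence over baseline, integrated ratio, B score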
GSK3A inh – inhibitors of human GSK-3 alpha kinase. P49840. ADP-Glo luminescence, 60 min. inhibition, % at 10 µM. 0.1% of 320,000 active. AID 2650;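 in the data active = inhibition above about 50%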;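 also: GST-tagged GSK-3 alpha with peptide substrate and 25 µM ATP; 0% = DMSO neutral wells and 100% = GW8510 positive control wells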
PolyA inhibitor – inhibitors of polyadenylation in S. cerevisiae. calls only at 12 µM. 0.02% of 300,000 active. AID 1875. S. cerevisiae SKY197-pL101 polyadenylation reporter, beta-gal luminescence; efflux-impaired pdr1/pdr3 knockout yeast; score 100 = 6 SD above DMSO;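 active = lowest replicate activity score at least 50, where 100 means six control SD above control mean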;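 also: yeast exposed to compound for 9 h at 30 °C; higher score means more reporter readthrough which indicates perturbed polyadenylation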
Starred values were filed as active, the others as inactive; i = inactive; nt = not tested or not shown.

SMILES	hERG rescue	KCNQ1 inh	GSK3beta inhib	KCNK9 block	Dyrk1A ADPGlo	KCNQ1 pot	KCNK3 block	RGS4 block	RGS4 act	GSK3A inh	PolyA inhibitor
Cc1cc(C)c(NC(=O)Cn2nnc(C(=O)NCc3ccc4c(c3)OCO4)c2N)c(C)c1	-7	i	0	i	2	i	i	i	i	-2	i
O=C(COC(=O)CCN1C(=O)c2cccc([N+](=O)[O-])c2C1=O)NCc1ccccc1	-9	i	-4	i	-2	i	i	i	i	-3	nt
O=C(NC1CCCCCC1)C(=S)NCc1ccccc1	-9	i	1	i	nt	i	i	i	i	-2	i
CCOC(=O)c1[nH]c2c(c1-c1ccccc1)C(=O)CC(c1ccc(OC)c(OC)c1)C2 (stereo not drawn)	-3	i	-4	i	8	i	i	i	i	5	i
CC1=NN(C(=O)CCc2ccccc2)C(c2ccccc2)C1 (stereo not drawn)	-5	i	0	i	0	i	i	i	i	-3	i
CC(CNC(=O)C1CCCCC1)NC(=O)C1CCCCC1 (stereo not drawn)	-6	i	3	i	-6	i	i	i	i	-2	i
Cc1ccc(C(=O)CCC(=O)Nc2ccccc2C)c(C)c1	-3	i	5	i	10	i	i	i	i	-3	i
O=C(NCCCCl)C1CC(=O)N(CCc2ccc(F)cc2)C1 (stereo not drawn)	-7	i	6	i	-3	i	i	i	i	-2	i
CN(C)/C=C/C(=O)c1ncc(C(F)(F)F)cc1Cl	-2	i	-4	i	nt	i	i	i	i	-2	i
CC(=O)Nc1cc(C(=O)N(C)Cc2ccccc2)ccc1S(=O)(=O)c1ccc(C)cc1	-5	i	2	i	0	i	i	i	i	-2	i
O=C1C2C3C=CC(CC3)C2C(=O)N1c1ccc([N+](=O)[O-])cc1 (stereo not drawn)	-5	i	-4	i	-3	i	i	i	i	nt	i
CCOCCCNC(=O)C(c1ccc(C)cc1)N(Cc1ccc2c(c1)OCO2)C(=O)c1ccccn1 (stereo not drawn)	-14	i	2	i	nt	i	i	i	i	-1	nt
O=C(c1cccs1)N1CCN(S(=O)(=O)c2ccccc2)CC1	-10	i	3	i	3	i	i	i	i	0	i
COc1ccc(NC(=O)c2ccc([N+](=O)[O-])s2)c([N+](=O)[O-])c1	-18	i	1	i	-3	i	i	i	i	1	i
CN1C(=O)C2(C(C#N)=C(N)Oc3n[nH]c(-c4ccc(Cl)cc4)c32)c2ccccc21 (stereo not drawn)	-13	i	5	i	-1	i	i	i	i	0	i
NC(=O)CC[C@@H]1NC(=O)[C@H](CO)NC(=O)c2cc([N+](=O)[O-])cc(I)c2NCC[C@@H](C(N)=O)NC(=O)[C@H](Cc2ccc(O)cc2)NC1=O	-3	i	3	i	nt	i	nt	i	i	-1	i
C=CCc1cccc(CNc2cnc3ccccc3c2)c1O	-8	i	5	i	3	i	i	i	i	-2	i
Cc1ccc(N2C(=O)C3CC3C2=O)cc1 (stereo not drawn)	-5	i	2	i	-7	i	i	i	i	-3	i
COc1ccc(-c2nc3n(n2)C(c2ccccc2Cl)C(C(N)=O)=C(C)N3)cc1 (stereo not drawn)	-13	i	2	i	-15	i	i	i	i	nt	i
COc1ccc(S(=O)(=O)NCC(=O)N(CC(=O)NCc2ccco2)Cc2ccccc2)cc1	-1	i	2	i	-2	i	i	i	i	-2	i
CCOC(=O)Nc1nnc(-c2ccc(OC)cc2)s1	-7	i	1	i	0	i	i	i	i	-1	i
O=C(Nc1cn(-c2ccccc2)nc1-c1cccs1)c1ccco1	-14	i	1	i	-3	i	i	i	i	0	i
COc1ccc(-n2c(=S)[nH]c3c(oc4ccccc43)c2=O)cc1	-3	i	3	i	-6	i	i	i	i	5	i
Cc1nn(-c2ccccn2)c2c1-c1nc(N)ncc1CC2	-5	i	-14	i	48	i	i	i	i	18	i

Full records, looked up by structure:
C=CCc1cccc(CNc2cnc3ccccc3c2)c1O is listed as hERG rescue = -8; KCNQ1 inh = i; GSK3beta inhib = 5; KCNK9 block = i; Dyrk1A ADPGlo = 3; KCNQ1 pot = i; KCNK3 block = i; RGS4 block = i; RGS4 act = i; GSK3A inh = -2; PolyA inhibitor = i
COc1ccc(S(=O)(=O)NCC(=O)N(CC(=O)NCc2ccco2)Cc2ccccc2)cc1 is listed as hERG rescue = -1; KCNQ1 inh = i; GSK3beta inhib = 2; KCNK9 block = i; Dyrk1A ADPGlo = -2; KCNQ1 pot = i; KCNK3 block = i; RGS4 block = i; RGS4 act = i; GSK3A inh = -2; PolyA inhibitor = i

(further entries)
SMILES	hERG rescue	KCNQ1 inh	GSK3beta inhib	KCNK9 block	Dyrk1A ADPGlo	KCNQ1 pot	KCNK3 block	RGS4 block	RGS4 act	GSK3A inh	PolyA inhibitor
CCC1=C(C(=O)OC)C(c2cc(OC)ccc2OC)C(C#N)=C(N)O1 (stereo not drawn)	-9	i	2	i	nt	i	i	i	i	-2	i
CN(C)CCCNC(=O)CC(c1ccccc1)c1ccccc1O (stereo not drawn)	-9	i	-1	i	-6	i	i	i	i	3	i
CCN(CC)CCNCC(=O)Nc1ccc(Oc2ccccc2)cc1	-11	i	2	i	13	i	i	i	i	-7	i
COc1ccc(NC(=O)c2ccccc2NS(C)(=O)=O)cc1OC	-14	i	3	i	6	i	i	i	i	4	i
O=C(COc1ccccc1F)NC1CCN(Cc2ccccc2)CC1	-11	i	1	i	-1	i	i	i	i	-1	i
COC(=O)NCc1ccc(Cl)c(Cl)c1	-6	i	0	i	-3	i	i	i	i	-2	i
CCOC(=O)c1ccc(NC(=O)c2nc[nH]c2C(=O)NCCCCCNC(=O)OC(C)(C)C)cc1	-12	i	4	i	-8	i	i	i	i	8	i
CCC1c2ccc(C)n2CCN1C(=O)Nc1ccc(F)cc1 (stereo not drawn)	-5	i	1	i	1	i	i	i	i	-1	i
c1ccc2c(c1)[nH]c1c(NCC3CCCO3)ncnc12 (stereo not drawn)	-6	i	1	i	16	i	i	i	i	5	i
CSc1nc2c(cnn2-c2ccc(C)c(C)c2)c(=O)[nH]1	-9	i	-2	i	-2	i	i	i	i	-2	i
O=C(Cc1ccccc1)NC1(Cc2ccc(O)cc2)CCCCC1	-7	i	0	i	0	i	i	i	i	2	i
CSc1ccc(S(=O)(=O)N2CCC(C(=O)N3CCOCC3)CC2)cc1	0	i	3	i	-4	i	i	i	i	-1	i
Cc1cc(C)cc(N(CC(=O)Nc2ccc(Br)cc2)S(=O)(=O)c2c(C)[nH]c(=O)[nH]c2=O)c1	-18	i	nt	i	-3	i	i	i	i	0	i
Nc1c(-c2ccccc2)nnn1Cc1ccccc1	-7	i	3	i	-3	i	i	i	i	1	i
COc1cc2cc(CN(CCO)S(=O)(=O)c3ccccc3Cl)c(=O)[nH]c2cc1OC	-4	i	-5	i	3	i	i	i	i	-2	i
Cc1cccc(CNS(=O)(=O)c2ccc(-c3ccc(=O)[nH]n3)s2)c1	-4	i	-1	i	2	i	i	i	i	1	i
CC(=O)c1cc(-c2ccccc2)n(CC(=O)Nc2ccc(C)c(C)c2)c1C	-2	i	2	i	-9	i	i	i	i	-6	i
CCOC(=O)C1CCCCN1Cc1cc(OC)ccc1OC (stereo not drawn)	-7	i	2	i	-8	i	i	i	i	-2	i
CCCCC(=O)Nc1nnc(S(=O)(=O)N2CCCc3ccccc32)s1	-4	i	2	i	-2	i	i	i	i	-3	i
Cc1onc(-c2ccccc2)c1C(=O)NC(=S)NNC(=O)c1cccnc1	-16	i	4	i	1	i	i	i	i	-2	i
O=C(CCC1CCCN(C(=O)c2ccc3cc[nH]c3c2)C1)NCc1ccc(F)c(F)c1 (stereo not drawn)	-16	i	-1	i	2	i	i	i	i	0	i
CCOc1cc2[nH]c(=S)n(CCc3ccc(OC)c(OC)c3)c(=O)c2cc1OCC	-15	i	0	i	2	i	i	i	i	-1	i
COc1ccc(NC(=O)N(Cc2ccc(C)cc2)Cc2ccccn2)c(OC)c1	-17	i	6	i	8	i	i	i	i	-1	i
O=C(Cn1c(=O)cnc2ccccc21)N1CCN(S(=O)(=O)c2ccccc2Br)CC1	-6	i	-1	i	7	i	i	i	i	3	i
Nc1ccc2nc(-c3ccccn3)[nH]c2c1	-15	i	-1	i	17	i	i	i	i	-2	i
COc1ccc(C(NC(=O)C2CCCCC2)c2c(O)ccc3ccccc23)cc1 (stereo not drawn)	-5	7*	-4	i	-4	i	i	i	i	0	i
CCOC(=O)CSc1nnc(Cn2nnc(-c3ccccc3)n2)n1C	-14	i	-2	i	-6	i	i	i	i	-1	i
Cc1cc(C)c2sc(N)nc2c1	-7	i	2	i	-4	i	i	i	i	-8	nt
Cc1nnc(SCc2ccc(Cl)cc2)n1CC1CCCO1 (stereo not drawn)	-5	i	2	i	-13	i	i	i	i	0	i
COc1ccc(NC(=O)Nc2ccccc2)cc1S(=O)(=O)N1CCCCC1	-20	i	4	i	2	i	i	i	i	0	i
COc1cc(/C=N/N=C(\N)c2nonc2N)cc(OC)c1O	-6	i	0	i	3	i	i	i	i	8	i
COc1ccc(C(=O)C2CCCN(Cc3cnc(N4CCOCC4)s3)C2)cc1F (stereo not drawn)	-6	i	2	i	-4	i	i	i	i	-2	i
COc1cc2c(cc1NCc1ccccn1)oc1ccccc12	-6	i	-3	i	-3	i	i	i	i	3	i
CC(C)(C)c1ccc(COn2c(=O)c(-c3ccco3)[n+]([O-])c3ccccc32)cc1	-14	i	1	i	0	i	i	i	i	1	i
CCc1cccc2c(C(=O)COC(=O)c3cccc(S(=O)(=O)N(C)C4CCCCC4)c3)c[nH]c12	-9	i	-3	i	-8	i	i	i	i	-1	i

Compounds shown so far that have a cyano group:
SMILES	hERG rescue	KCNQ1 inh	GSK3beta inhib	KCNK9 block	Dyrk1A ADPGlo	KCNQ1 pot	KCNK3 block	RGS4 block	RGS4 act	GSK3A inh	PolyA inhibitor
CN1C(=O)C2(C(C#N)=C(N)Oc3n[nH]c(-c4ccc(Cl)cc4)c32)c2ccccc21 (stereo not drawn)	-13	i	5	i	-1	i	i	i	i	0	i
CCC1=C(C(=O)OC)C(c2cc(OC)ccc2OC)C(C#N)=C(N)O1 (stereo not drawn)	-9	i	2	i	nt	i	i	i	i	-2	i

From PubChem BioAssay

The list is partial; rates above refer to the full screens.
